Assay outcomes from PubChem BioAssay.
PMI act hi M6P – human PMI activators, high substrate, primary screen, biochemical, fluorescence intensity, near-saturating mannose 6-phosphate; coupled PMI enzyme assay, resazurin fluorescence, 20 min; hits give high values; 1 = untreated enzyme, 0 = substrate-free blank; actives 0.34% (n = 190,000); Mannose-6-phosphate isomerase (Homo sapiens), P34949; activation factor at 20 µM;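 active = activation factor of 2 or more at 20 µM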
Target sequence (P34949 whole entry, looked up): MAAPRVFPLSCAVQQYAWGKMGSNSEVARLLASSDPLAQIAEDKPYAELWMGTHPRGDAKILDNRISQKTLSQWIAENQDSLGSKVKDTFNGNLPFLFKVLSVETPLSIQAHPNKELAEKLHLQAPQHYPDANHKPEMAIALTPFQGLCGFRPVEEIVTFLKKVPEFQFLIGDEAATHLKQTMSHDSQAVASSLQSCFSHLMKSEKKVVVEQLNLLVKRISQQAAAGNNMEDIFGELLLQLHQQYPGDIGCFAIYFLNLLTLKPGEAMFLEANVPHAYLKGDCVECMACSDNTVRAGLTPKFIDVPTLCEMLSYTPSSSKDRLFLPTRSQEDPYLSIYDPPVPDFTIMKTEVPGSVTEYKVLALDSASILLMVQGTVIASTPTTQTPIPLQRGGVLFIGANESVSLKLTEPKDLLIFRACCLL
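Material: human phosphomannose isomerase with PGI, G6PDH, diaphorase coupling enzymes / Reagent: Man-6-P substrate 1.0 mM / Dosing: single compound dose of 20 µM, 1% DMSO final / Incubation: enzyme reaction with compound 20 min at room temperature / Signal: resorufin fluorescence (Ex 544/Em 590 nm) from resazurin via diaphorase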
Diaph inh CS – diaphorase inhibitors and chemical oxidizers, primary screen, counter-screen for diaphorase-coupled primary assays, biochemical, uHTS, resorufin fluorescence; diaphorase resazurin-to-resorufin fluorescence, NADH, 16 min; bacterial (C. kluyveri) enzyme, not human; inhibition, % at 20 µM; actives 0.69% (n = 190,000); AID 1217, 2008;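 active = primary screen inhibition at 20 µM above a set limit, cut at about 50% in these data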;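 also: plate controls were DMSO with full reaction for no effect and wells lacking NADH for full effect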
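Benchmarks: positive control wells lacking NADH, neutral wells with DMSO only. System: bacterial diaphorase enzyme (C. kluyveri). Input: 0.14 U/mL diaphorase, enzyme working solution. Detection: resorufin fluorescence, excitation 544 nm, emission 590 nm. Times: 16-min room-temperature incubation before reading.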
Diaphorase act – compounds boosting diaphorase resazurin reduction – biochemical, uHTS, resorufin fluorescence, counter-screen for diaphorase-coupled primary assays, primary screen; Diaphorase/resazurin coupled assay, 16 min; hits give high values; 1 = vehicle wells, 0 = NADH-free wells; activation factor at 20 µM; actives 0.005% (n = 190,000);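 active = diaphorase activity raised at least twofold by the compound at 20 µM; inactive = activation factor below 2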
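Test system: Clostridium kluyveri diaphorase, purified enzyme; input: enzyme 0.07 U/mL final; buffer or medium: 50 mM HEPES pH 7.4 with 4.542 mM MgCl2, 0.005% Tween 20; also added: 0.114 mM NADH and 0.1 mM resazurin, final amounts; schedule: 16 min enzyme reaction, ambient temperature; technique: fluorescence of resorufin, 544 nm excitation, 590 nm emission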
TNAP act hiacc – TNAP activators at high phosphate acceptor level, primary screen, biochemical, luminescence, uHTS; Alkaline phosphatase, tissue-nonspecific isozyme (Homo sapiens), P05186; purified TNAP, CDP-star luminescence, 1 M DEA, 30 min; hits give high values; 0 = EDTA background, 1 = DMSO-only activity; activation factor at 20 µM; 200,000 tested, under 10 active; AID 1136, 2008;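 active = activation factor at least 2 at 20 µM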
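system = human TNAP | amount = enzyme diluted 1/800 final | reagent = 100 µM CDP-star substrate | signal = luminescent substrate turnover signal | dosing = one dose, 20 µM | benchmarks = EDTA negative control, DMSO positive control | measure = activation factor | timing = 30 min reaction, room temperature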
FLuc stim CS – FLuc activators, initial screening, artefact control for FLuc-dependent activation tests, biochemical, ATPlite luminescence; ATPlite luciferase biochemical, 10 min; 0 = ATP-free wells, 1 = DMSO control; activation factor at 10 µM; 200,000 tested, under 10 active; AID 1027, 2008;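 active = luciferase activation factor, scaled between plate controls, of at least 2 with compound at 10 µM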
Target sequence (P08659 whole entry, looked up): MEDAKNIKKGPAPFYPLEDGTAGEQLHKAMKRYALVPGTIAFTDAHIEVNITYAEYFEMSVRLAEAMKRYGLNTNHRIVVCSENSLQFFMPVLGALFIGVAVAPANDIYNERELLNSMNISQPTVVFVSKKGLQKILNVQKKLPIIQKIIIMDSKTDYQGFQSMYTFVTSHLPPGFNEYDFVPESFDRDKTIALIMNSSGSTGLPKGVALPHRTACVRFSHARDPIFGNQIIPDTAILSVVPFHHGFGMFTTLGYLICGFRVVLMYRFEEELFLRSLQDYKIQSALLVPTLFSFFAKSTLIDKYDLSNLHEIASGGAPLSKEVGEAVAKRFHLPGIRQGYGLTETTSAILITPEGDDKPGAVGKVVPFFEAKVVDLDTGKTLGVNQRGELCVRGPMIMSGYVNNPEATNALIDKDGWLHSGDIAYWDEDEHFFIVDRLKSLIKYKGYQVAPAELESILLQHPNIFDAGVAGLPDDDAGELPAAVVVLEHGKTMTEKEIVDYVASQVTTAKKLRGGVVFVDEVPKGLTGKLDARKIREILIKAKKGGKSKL
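Material: Luciferase/luciferin reagent mix; Doses: test compounds dosed from 2 mM stocks in 100% DMSO; Schedule: 10 min incubation after luciferase reagent addition, room temperature; Measured by: luminescence from luciferase reaction; Read-out: luminescence gain marking luciferase activators.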
TNAP inh noacc – human TNAP enzyme inhibitors, primary screen, biochemical, luminescent, no phosphate acceptor, uHTS | actives 0.26% (n = 200,000) | inhibition, % at 20 µM | purified TNAP, CDP-star luminescence, 30 min | AID 1012, 2008;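 active = tissue-nonspecific alkaline phosphatase inhibition above about 50% at 20 µM in the single-dose screen, limit read from the data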;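 also: 0% = DMSO negative control and 100% = EDTA positive control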
PMI activator – activators of human PMI, primary screen, biochemical, fluorescence intensity, near-Km mannose 6-phosphate. purified human PMI, coupled resazurin fluorescence, 20 min; hits give high values; 1 = vehicle control, 0 substrate-free wells. activation factor at 20 µM. actives 0.005% (n = 190,000);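 active = activation factor of 2 or more at 20 µM, relative to plate controls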
Efa HMGR inh – inhibitors of E. faecalis class II HMGR, primary screen, biochemical, Enterococcus faecalis; HMG-CoA reductase (Enterococcus faecalis, mvaE); purified E. faecalis HMGR, NADPH absorbance 340 nm kinetic; inhibition, % at 10 µM; actives 0.41% (n = 190,000);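 active = inhibition above a set limit, the median over all tested compounds plus 3 SD, cut at about 9.5% in these data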;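 also: enzyme runs in reverse so mevalonate oxidation gives rising NADPH absorbance; 0% = complete reaction with DMSO and 100% = background rate lacking mevalonate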
TNAP inh hi DEA – human TNAP enzyme inhibitors, primary screen, biochemical, luminescent, high phosphate acceptor level, uHTS. inhibition, % at 20 µM. AID 1135, 2008. actives 0.03% (n = 200,000). purified TNAP, CDP-star luminescence, 1 M DEA. Alkaline phosphatase, tissue-nonspecific isozyme (Homo sapiens), P05186;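 active = over 50% inhibition of tissue-nonspecific alkaline phosphatase at 20 µM in the single-dose screen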;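 also: plate controls were DMSO wells for no effect and EDTA-quenched wells as full inhibition for full effect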
G6PDH counter – L. mesenteroides G6PDH inhibitors, counter-screen for G6PDH-coupled screening assays, biochemical, Leuconostoc mesenteroides enzyme; Purified L. mesenteroides G6PDH, diaphorase/resazurin coupled fluorescence, 45 min; inhibition, % at 5 µM; actives 0.12% (n = 200,000); AID 1020, 2008; in the data active = inhibition above about 50%
An asterisk follows results filed as active. This is a random part of the collection; overall some 1.7% were active at least once.

Preview:
What do the screens show for `CC(C)(C)NC(=O)C(c1cccs1)N(Cc1ccc(F)cc1)C(=O)c1csnn1` (stereo not drawn)?
PMI act hi M6P: 1; Diaph inh CS: 2.2; Diaphorase act: 1; TNAP act hiacc: 1; FLuc stim CS: 1; TNAP inh noacc: -5.5; PMI activator: 1; Efa HMGR inh: -0.1; TNAP inh hi DEA: -4.5; G6PDH counter: 6.0

How did Cc1ccc(F)cc1NCC(=O)Nc1ccc(Br)cc1 do in these assays?
PMI act hi M6P: 1; Diaph inh CS: 20.4; Diaphorase act: 0.8; TNAP act hiacc: 1; FLuc stim CS: 1.1; TNAP inh noacc: 3.3; PMI activator: 0.9; Efa HMGR inh: -5.8; TNAP inh hi DEA: -1.6; G6PDH counter: -4.8

This part in full, previewed entries included:
What do the screens show for `CC(C)(C)NC(=O)C(c1cccs1)N(Cc1ccc(F)cc1)C(=O)c1csnn1` (stereo not drawn)?
PMI act hi M6P: 1; Diaph inh CS: 2.2; Diaphorase act: 1; TNAP act hiacc: 1; FLuc stim CS: 1; TNAP inh noacc: -5.5; PMI activator: 1; Efa HMGR inh: -0.1; TNAP inh hi DEA: -4.5; G6PDH counter: 6.0

How did Cc1ccc(F)cc1NCC(=O)Nc1ccc(Br)cc1 do in these assays?
PMI act hi M6P: 1; Diaph inh CS: 20.4; Diaphorase act: 0.8; TNAP act hiacc: 1; FLuc stim CS: 1.1; TNAP inh noacc: 3.3; PMI activator: 0.9; Efa HMGR inh: -5.8; TNAP inh hi DEA: -1.6; G6PDH counter: -4.8

How did CCCCN(C(=O)CN1CC(C)OC(C)C1)c1c(N)n(CC(C)C)c(=O)[nH]c1=O (stereo not drawn) do in these assays?
PMI act hi M6P: 1.2; Diaph inh CS: -9.0; Diaphorase act: 1.1; TNAP act hiacc: 1; FLuc stim CS: 1; TNAP inh noacc: -6.5; PMI activator: 0.9; Efa HMGR inh: -12.1; TNAP inh hi DEA: 3.5; G6PDH counter: -5.0

Results for CCN1CCCC1CN(Cc1cc2ccc(C)cc2[nH]c1=O)C(=S)Nc1ccc(OC)cc1 (stereo not drawn) ?
PMI act hi M6P: 1; Diaph inh CS: 4.7; Diaphorase act: 1; TNAP act hiacc: 1; FLuc stim CS: 1; TNAP inh noacc: -15.4; PMI activator: 0.9; Efa HMGR inh: -3.4; TNAP inh hi DEA: -2.1; G6PDH counter: 6.0

Results for c1ccc(CNc2ncnc3ccccc23)cc1 ?
PMI act hi M6P: 1.1; Diaph inh CS: -10.2; Diaphorase act: 1.1; TNAP act hiacc: 0.9; FLuc stim CS: 1; TNAP inh noacc: -2.8; PMI activator: 1.2; Efa HMGR inh: -5.9; TNAP inh hi DEA: 5.6; G6PDH counter: 1.6

Results for Cc1ccc2c(Cl)cc(Cl)c(OCC(=O)OCC(=O)Nc3ccc(C#N)cc3)c2n1 ?
PMI act hi M6P: 0.9; Diaph inh CS: 14.1; Diaphorase act: 0.9; TNAP act hiacc: 1; FLuc stim CS: 1; TNAP inh noacc: -19.2; PMI activator: 0.8; Efa HMGR inh: 0.1; TNAP inh hi DEA: -1.4; G6PDH counter: -0.9

How did O=C(CCc1nc(-c2ccccc2F)no1)NCCN1CCN(Cc2ccccc2)CC1 do in these assays?
PMI act hi M6P: 1; Diaph inh CS: 14.0; Diaphorase act: 0.9; TNAP act hiacc: 1.1; FLuc stim CS: 1.1; TNAP inh noacc: -11.4; PMI activator: 1.1; Efa HMGR inh: -3.8; TNAP inh hi DEA: -6.7; G6PDH counter: 3.6

How did CCc1cc2c(N[C@@H](Cc3c[nH]c4ccccc34)C(=O)O)ncnc2s1 do in these assays?
PMI act hi M6P: 1.2; Diaph inh CS: -7.8; Diaphorase act: 1.1; TNAP act hiacc: 1.1; FLuc stim CS: 1.1; TNAP inh noacc: 3.6; PMI activator: 1.1; Efa HMGR inh: -2.9; TNAP inh hi DEA: -6.3; G6PDH counter: 17.7

How did O=C(CN1CCC(Cc2ccccc2)CC1)NCCc1ccc(F)cc1 do in these assays?
PMI act hi M6P: 1.1; Diaph inh CS: 3.7; Diaphorase act: 1; TNAP act hiacc: 1; FLuc stim CS: 1.1; TNAP inh noacc: -9.8; PMI activator: 1.1; Efa HMGR inh: 6.2; TNAP inh hi DEA: -0.1; G6PDH counter: 4.5

Results for Cc1cc(=O)[nH]c(NN=C(CC(C)C)CC(C)C)n1 ?
PMI act hi M6P: 0.9; Diaph inh CS: 8.7; Diaphorase act: 0.9; TNAP act hiacc: 1; FLuc stim CS: 1.1; TNAP inh noacc: -4.1; PMI activator: 0.9; Efa HMGR inh: 2.2; TNAP inh hi DEA: -2.4; G6PDH counter: 0.1

How did Cc1cc(C)cc(OCC(=O)OCCN2C(=O)c3ccccc3C2=O)c1 do in these assays?
PMI act hi M6P: 0.9; Diaph inh CS: 14.8; Diaphorase act: 0.9; TNAP act hiacc: 1; FLuc stim CS: 1; TNAP inh noacc: -7.0; PMI activator: 0.8; Efa HMGR inh: 2.7; TNAP inh hi DEA: -4.3; G6PDH counter: 11.2

What do the screens show for `Cn1c(N)c(C(=O)COC(=O)CCc2c[nH]c3ccccc23)c(=O)n(C)c1=O`?
PMI act hi M6P: 1; Diaph inh CS: 13.9; Diaphorase act: 0.9; TNAP act hiacc: 1; FLuc stim CS: 1.1; TNAP inh noacc: -9.5; PMI activator: 1; Efa HMGR inh: -1.1; TNAP inh hi DEA: -3.0; G6PDH counter: 1.3

How did CCN(CC)CCN(C)c1ccc(N2C(=O)C3CC=CCC3C2=O)cc1[N+](=O)[O-] (stereo not drawn) do in these assays?
PMI act hi M6P: 1; Diaph inh CS: -16.2; Diaphorase act: 1.2; TNAP act hiacc: 1; FLuc stim CS: 1; TNAP inh noacc: -2.9; PMI activator: 1.1; Efa HMGR inh: -4.8; TNAP inh hi DEA: 3.5; G6PDH counter: 3.1

How did O=C1c2ccccc2NC(c2cccc(Cl)c2)N1N=C1CCCCCC1 (stereo not drawn) do in these assays?
PMI act hi M6P: 0.9; Diaph inh CS: 12.7; Diaphorase act: 0.9; TNAP act hiacc: 1; FLuc stim CS: 1; TNAP inh noacc: -8.6; PMI activator: 0.9; Efa HMGR inh: -2.8; TNAP inh hi DEA: -2.8; G6PDH counter: 9.3

How did CCOC(=O)c1[nH]c2ccc(OC)cc2c1NC(=O)CCN1CCSCC1 do in these assays?
PMI act hi M6P: 1.1; Diaph inh CS: 3.9; Diaphorase act: 1; TNAP act hiacc: 1; FLuc stim CS: 1; TNAP inh noacc: -10.5; PMI activator: 1.1; Efa HMGR inh: 0.6; TNAP inh hi DEA: -3.5; G6PDH counter: 4.4

How did CCCN=C1NC(=O)C(CC(=O)NCCc2ccccc2)S1 (stereo not drawn) do in these assays?
PMI act hi M6P: 1.2; Diaph inh CS: 7.4; Diaphorase act: 0.9; TNAP act hiacc: 1; FLuc stim CS: 1; TNAP inh noacc: -3.0; PMI activator: 1.3; Efa HMGR inh: -3.5; TNAP inh hi DEA: -1.0; G6PDH counter: 13.3

How did O=C(Cc1cccs1)N/N=C/C=C/c1ccco1 do in these assays?
PMI act hi M6P: 0.9; Diaph inh CS: 38.6; Diaphorase act: 0.6; TNAP act hiacc: 1; FLuc stim CS: 0.9; TNAP inh noacc: -0.7; PMI activator: 1.1; Efa HMGR inh: -4.0; TNAP inh hi DEA: 4.4; G6PDH counter: 7.1

How did O=C1Nc2c(c(=O)[nH]c(=O)n2-c2ccccc2)C1(Nc1ncccn1)C(F)(F)F (stereo not drawn) do in these assays?
PMI act hi M6P: 0.9; Diaph inh CS: 9.4; Diaphorase act: 0.9; TNAP act hiacc: 1; FLuc stim CS: 1; TNAP inh noacc: -6.5; PMI activator: 0.8; Efa HMGR inh: -1.8; TNAP inh hi DEA: -0.9; G6PDH counter: 9.4

How did O=C(O)CSc1nnc(-c2ccc3c(c2)OCO3)o1 do in these assays?
PMI act hi M6P: 0.9; Diaph inh CS: 17.7; Diaphorase act: 0.8; TNAP act hiacc: 1; FLuc stim CS: 0.9; TNAP inh noacc: -9.5; PMI activator: 0.9; Efa HMGR inh: -5.9; TNAP inh hi DEA: -3.7; G6PDH counter: 3.8

How did CSc1ccc(S(=O)(=O)NCc2ccc(Cl)cc2)cc1 do in these assays?
PMI act hi M6P: 0.9; Diaph inh CS: 13.4; Diaphorase act: 0.9; TNAP act hiacc: 1; FLuc stim CS: 1.1; TNAP inh noacc: -7.0; PMI activator: 0.9; Efa HMGR inh: -0.3; TNAP inh hi DEA: 2.3; G6PDH counter: -2.0

Results for COc1cccc(C2CC(c3ccccc3)=NN2S(=O)(=O)c2ccc(C)cc2)c1OC (stereo not drawn) ?
PMI act hi M6P: 1; Diaph inh CS: 11.6; Diaphorase act: 0.9; TNAP act hiacc: 1.1; FLuc stim CS: 1.1; TNAP inh noacc: -58.7; PMI activator: 1.1; Efa HMGR inh: -2.0; TNAP inh hi DEA: -7.0; G6PDH counter: 1.0

Results for COc1ccc2c(c1)-c1c(sn(-c3ccccc3)c1=S)C(C)(C)N2 ?
PMI act hi M6P: 1; Diaph inh CS: 39.6; Diaphorase act: 0.6; TNAP act hiacc: 1; FLuc stim CS: 1.1; TNAP inh noacc: -3.7; PMI activator: 1; Efa HMGR inh: -2.3; TNAP inh hi DEA: -3.1; G6PDH counter: 18.1
